JMJD2A Tudor inh: inhibitors of human JMJD2A Tudor domain. O75164. AlphaScreen JMJD2A-Tudor / H3K4me3 peptide binding. Potency, µM (titrated, usually from 114 µM), for inactives: at the top dose activity change, negative = inhibition, usual class: inhibitors. actives 4.4% (n = 390,000); also: potency is read from the fitted curve at half-maximal effect; % is scaled to controls: 0 for no effect and ±100 for the full control effect; nearly all actives have a fitted effect of over 50% in size
PI4K2A inh: PI4K2A (human) kinase inhibition; Q9BTU6; activity change, negative = inhibition, % at 76.9 µM; purified PI4K2A, ADP-Glo luminescence, 1 h; hits give low values; actives 0.13% (n = 420,000); AID 1346378; in the data active = activity change below about -50%; inconclusive = mostly about -30% to -49%;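 also: -100% = wells without enzyme as full effect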
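Compounds are screened against recombinant PI4K2A using PI as substrate and ATP, the latter dispensed at 300 microM. Reactions run one hour at ambient temperature before ADP-Glo detection; full inhibition defined by wells lacking enzyme.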
ALOX12 inh: blocks human arachidonate 12S-lipoxygenase; AID 1671190; purified 12hLO, xylenol orange hydroperoxide absorbance; Potency, µM (doses to about 108 µM), for inactives: at the highest dose activity change, negative = inhibition, usual class: inhibitors; actives 1.1% (n = 580,000); also: potency is read from the fitted curve at half-maximal effect; % is scaled to controls: 0 for no effect and ±100 for the full control effect
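Purified human 12hLO at 150 nM in 25 mM Hepes, 0.01% Triton X-100, pH 7.0, preincubated 15 min at room temperature with compound. Reaction started with 40 uM arachidonic acid, 30 min at room temperature. Hydroperoxide measured by Fe-xylenol orange, 573/405 nm absorbance ratio.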
HP1b binding inh: HP1-beta chromodomain-methylated histone interaction inhibition; Potency, µM (doses to about 114 µM), without a hit: at the top dose activity change, negative = inhibition, actives largely listed as inhibitors; P83916; actives 0.56% (n = 390,000); AlphaScreen HP1-beta / biotin-H3K9me3 peptide binding; also: potency is read from the fitted curve at half-maximal effect; nearly all actives have a fitted effect of over 70% in size; inactives centre near 23
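HP1-beta protein (50 nM final) preincubated 30 min at room temperature with biotinylated H3(1-18)K9me3 peptide (50 nM) in PBS pH 7.4, 0.01% Tween-20, then compound added for 30 min. AlphaScreen streptavidin donor/nickel chelate acceptor beads (10 ug/mL final), 30 min dark, luminescence read.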
GLS inhibitor: glutaminase GLS (human) inhibition | actives 0.21% (n = 410,000) | O94925 | Potency, µM (titrated, usually from 45.5 µM), for inactives: top-dose activity change, negative = inhibition, actives largely listed as inhibitors | AID 624170 | GLS enzymatic activity, qHTS titration; also: potency is read from the fitted curve at half-maximal effect; % is scaled to controls: 0 for no effect and ±100 for the full control effect
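Assay buffer: 45 mM KH2PO4 pH 8.2, 0.02% Tween-20. hKGA acts on L-glutamine (1 mM solution added); product glutamate is reported by an oxidase/peroxidase Amplex Red coupling, with fluorescence taken at baseline and 30 min.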
G9a block: G9a (human) methyltransferase inhibition; Q96KQ7; G9a H3K9 monomethylation, AlphaScreen, 2 h; Potency, µM (series often up to 102 µM), for the others: at the top dose activity, negative = inhibition, hits mostly inhibitors; actives 8.8% (n = 350,000); AID 504332; also: potency is read from the fitted curve at half-maximal effect; % is scaled to controls: 0 for no effect and ±100 for the full control effect; nearly all actives have a fitted effect of over 75% in size
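Signal arises when biotinylated H3K9 peptide, once monomethylated, bridges streptavidin donor and antibody-captured acceptor beads. Enzyme at 20 nM was preincubated 15 min with test compounds; peptide 500 nM and SAM 20 uM then reacted for 2 h.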
RGS4 inh: blocks human RGS4-accelerated GTP hydrolysis. P49798. Transcreener GDP fluorescence polarization, RGS4-accelerated GTP hydrolysis. Potency, µM (series often up to 114 µM), for the others: top-dose activity change, negative = inhibition, most hits filed as inhibitors. actives 0.039% (n = 390,000); also: potency is read from the fitted curve at half-maximal effect; % is scaled to controls: 0 for no effect and ±100 for the full control effect; nearly all actives have a fitted effect of over 75% in size; some results filed as inactive show a strong effect at the top dose
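MLSMR compounds (23 nl, pin-transferred) preincubated 10 min at room temperature with a 500nM (2x) first reagent, then RGS4 at 900nM (2x) plus Transcreener GDP mix added; fluorescence polarization (620/688 nm) read before and after 90 min at 30 °C.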
ERG Ets-DNA blk: inhibitors of human ERG Ets domain-DNA interaction | Potency, µM (highest dose often 76.9 µM), inactives show at the top dose FP activity, negative = inhibition, usual class: inhibitors | actives 0.028% (n = 370,000) | AID 624246 | P11308 | fluorescence polarization, His-ERG Ets domain / labelled DNA; active = well fitted inhibition curve with a large enough effect in the polarisation, with a control signal flat; inconclusive = small, poorly fitted or top-dose-only effect, or effect the other way, or a change in a side signal; inactive = no such curve, though single readings can be large or run the other way; the % refers to the polarisation;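 also: polarization taken with two DNA probes labelled with fluorescein and Texas red; potency is read from the fitted curve at half-maximal effect; % of control where 0% means no effect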
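His-tagged ERG Ets domain (1 uM in the protein solution; 300mM KCl, 50mM Tris-HCl, 1mM EDTA, 1mM DTT, pH 7.5) received compound, then a probe mix of 5 nM fluorescein-DNA and 100nM Texas-615-DNA. Fluorescence polarization was read for both dyes.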
BAZ2B inh: inhibitors of human BAZ2B bromodomain | Q9UIF8 | AlphaScreen BAZ2B-H3K14Ac peptide displacement | Potency, µM (titrated, usually from 114 µM), for inactives: at the highest dose activity change, negative = inhibition, hits mostly inhibitors | actives 4.4% (n = 360,000); also: potency is read from the fitted curve at half-maximal effect; % is scaled to controls: 0 for no effect and ±100 for the full control effect; nearly all actives have a fitted effect of over 60% in size
Target sequence (Q9UIF8 whole entry, looked up): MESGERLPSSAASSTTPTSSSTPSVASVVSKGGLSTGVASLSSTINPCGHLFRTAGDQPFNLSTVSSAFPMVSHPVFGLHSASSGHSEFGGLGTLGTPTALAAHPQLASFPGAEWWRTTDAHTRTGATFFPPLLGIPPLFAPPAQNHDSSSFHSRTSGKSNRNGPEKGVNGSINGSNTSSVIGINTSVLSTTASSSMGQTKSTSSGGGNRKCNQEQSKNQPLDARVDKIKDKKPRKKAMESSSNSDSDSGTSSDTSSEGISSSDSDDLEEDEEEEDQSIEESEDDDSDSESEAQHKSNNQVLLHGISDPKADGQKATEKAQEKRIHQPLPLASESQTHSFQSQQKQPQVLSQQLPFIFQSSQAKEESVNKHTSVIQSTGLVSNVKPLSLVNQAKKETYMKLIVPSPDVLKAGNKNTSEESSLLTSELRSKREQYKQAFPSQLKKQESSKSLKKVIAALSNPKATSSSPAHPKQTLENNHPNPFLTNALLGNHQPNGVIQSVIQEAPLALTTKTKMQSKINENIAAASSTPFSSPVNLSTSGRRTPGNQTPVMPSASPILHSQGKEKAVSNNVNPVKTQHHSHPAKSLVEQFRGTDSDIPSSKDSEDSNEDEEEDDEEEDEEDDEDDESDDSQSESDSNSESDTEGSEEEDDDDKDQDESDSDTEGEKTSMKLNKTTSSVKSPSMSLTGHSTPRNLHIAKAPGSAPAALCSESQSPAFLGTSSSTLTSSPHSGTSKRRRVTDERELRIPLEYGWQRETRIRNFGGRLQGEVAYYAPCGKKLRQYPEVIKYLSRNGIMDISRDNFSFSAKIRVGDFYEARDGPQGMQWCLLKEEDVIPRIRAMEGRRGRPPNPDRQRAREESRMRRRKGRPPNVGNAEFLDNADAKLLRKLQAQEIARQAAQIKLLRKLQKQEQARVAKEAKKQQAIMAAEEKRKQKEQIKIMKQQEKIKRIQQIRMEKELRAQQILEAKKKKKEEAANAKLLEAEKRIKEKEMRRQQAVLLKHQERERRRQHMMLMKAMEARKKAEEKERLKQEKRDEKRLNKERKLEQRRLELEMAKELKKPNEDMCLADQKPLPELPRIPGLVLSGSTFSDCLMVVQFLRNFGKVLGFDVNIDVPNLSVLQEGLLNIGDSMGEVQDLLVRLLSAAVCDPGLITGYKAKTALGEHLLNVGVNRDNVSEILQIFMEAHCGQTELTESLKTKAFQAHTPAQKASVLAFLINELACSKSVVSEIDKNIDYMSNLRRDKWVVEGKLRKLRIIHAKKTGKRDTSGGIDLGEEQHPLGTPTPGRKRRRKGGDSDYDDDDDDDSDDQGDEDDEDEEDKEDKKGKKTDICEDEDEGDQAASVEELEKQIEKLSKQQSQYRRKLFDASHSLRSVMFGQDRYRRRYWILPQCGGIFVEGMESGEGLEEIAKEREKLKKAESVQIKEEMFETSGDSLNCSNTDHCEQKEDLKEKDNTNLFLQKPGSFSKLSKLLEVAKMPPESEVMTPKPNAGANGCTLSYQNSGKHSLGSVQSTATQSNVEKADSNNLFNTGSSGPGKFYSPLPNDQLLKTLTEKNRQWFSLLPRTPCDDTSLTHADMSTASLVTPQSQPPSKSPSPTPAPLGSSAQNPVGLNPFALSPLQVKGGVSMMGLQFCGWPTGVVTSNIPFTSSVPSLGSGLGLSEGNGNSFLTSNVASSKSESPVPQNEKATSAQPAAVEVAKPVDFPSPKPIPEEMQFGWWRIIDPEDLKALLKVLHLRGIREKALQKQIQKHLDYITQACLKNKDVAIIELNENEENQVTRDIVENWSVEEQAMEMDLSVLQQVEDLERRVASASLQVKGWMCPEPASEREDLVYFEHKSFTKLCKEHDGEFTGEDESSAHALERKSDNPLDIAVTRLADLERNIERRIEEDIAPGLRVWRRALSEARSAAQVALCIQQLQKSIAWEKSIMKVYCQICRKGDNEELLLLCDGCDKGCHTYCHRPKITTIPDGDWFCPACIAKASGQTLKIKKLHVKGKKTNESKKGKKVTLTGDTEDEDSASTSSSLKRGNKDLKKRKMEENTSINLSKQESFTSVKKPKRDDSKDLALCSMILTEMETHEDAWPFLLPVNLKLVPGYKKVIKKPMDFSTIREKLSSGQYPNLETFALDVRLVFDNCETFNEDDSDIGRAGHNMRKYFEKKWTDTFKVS
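AlphaScreen displacement: compounds (up to 110uM) incubated 30 min at room temperature with a preformed 50 nM BAZ2B/50 nM biotinylated H3K14Ac peptide complex in PBS pH 7.4 with Tween-20. Donor and acceptor beads at 10 ug/mL final added, 20 min light-protected before reading.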
The depositor's hits bear a star; ? = inconclusive; nt = not tested or not shown; & = joins results of further samples; [ ] = remark or other dose. Unless noted, calls follow the shape of the dose curve; as a rule, active = well fitted curve in the direction sought with a large enough effect; inconclusive = small, poorly fitted or top-dose-only effect, or another doubt; inactive = no such curve, though single readings can be large; an effect the other way counts as inactive or inconclusive. These rows are one share of the data, so the mix of outcomes need not match the whole.

SMILES	JMJD2A Tudor inh	PI4K2A inh	ALOX12 inh	HP1b binding inh	GLS inhibitor	G9a block	RGS4 inh	ERG Ets-DNA blk	BAZ2B inh
OCC1(Cc2ccc(Cl)cc2)CCN(CCCc2ccccc2)CC1	-18%	-2	3.2µM*	37%	-6%	?	11%	-2%	-17%
Cc1ccc(-c2csc(NC(=O)C3CSC4(C)CCC(=O)N34)n2)cc1 (stereo unspecified)	-2%	5	-10%	7%	-12%	1%[0.501 µM]	-29%	nt	79µM*
Cc1cc(NC(=O)CSc2cc(Cl)ccc2Cl)n(-c2ccccc2)n1	-6%	-5	1%	74%[activator]	-5%	59%[activator][59 µM]	-5%	-1%	6%
Cc1ccccc1OCC(=O)NNC(=O)c1ccc(-n2cncn2)c([N+](=O)[O-])c1	-12%	4	2%	29%	21%	21%	-4%	-2%	1%
CC(C(=O)Nc1sc2c(c1C(=O)NCC1CCCO1)CCC2)N1C(=O)c2ccccc2C1=O (stereo unspecified)	-4%	-2	-2%	22%	-7%	3%[59 µM]	-27%	4%	-27%
COc1ccc(C2SCCN2C(=O)c2ccc([N+](=O)[O-])cc2)cc1 (stereo unspecified)	-25%	2	3%	-6%	-4%	6%[59 µM]	9%	7%	-25%
CCn1nc(C)c(CNC(=O)Nc2ccccc2C(=O)OC)c1C	-7%	-2	-3%	-2%	7%	0%	10%	-5%	6%
O=C(CSc1nc2ccccc2s1)Nc1ccc2c(c1)oc1ccccc12	-10%	3	-12%	25%	2%	-4%[59 µM]	-14%	-6%	19%
N#Cc1ccccc1NC(=O)C(=O)NCCc1csc(-c2ccc(C(F)(F)F)cc2)n1	3%	-2	5%&-2%	30%[57 µM]	3%	4%[59 µM]	10%	2%	2%
CCc1nnc(NC(=O)CSc2ncc(-c3ccccc3)[nH]2)s1	-18%	2	9%	-4%	1%	?	-5%	-10%	?
CC(C)=CCC1=C(OCC(=O)O)C(=O)c2ccccc2C1=O	-31%	?	-30%	9%	?	?	-45%	-3%	-29%
Cc1occc1-c1nnc(SCC(=O)NC2CCCCC2)o1	5%	1	367%[activator]	32%	-1%	9%[12.7 µM]	-5%	-5%	-2%
COc1ccc(NCc2nnc(SCc3ccc(Cl)cc3)n2-c2ccccc2)cc1	45µM*	4	-5%	?	6%	?	-11%	4%	22µM*
Cc1ccc(C(=O)COC(=O)CN2C(=O)C3C4CCC(C4)C3C2=O)cc1C (stereo unspecified)	-5%	-1	0%	40%[activator]	3%	14%	8%	0%	-31%
Cn1ncc([N+](=O)[O-])c1C(=O)Nc1cccc(Cl)c1	-12%	1	?	6%	0%	12%[0.501 µM]	-10%	3%	0%

Reprinted from the part before: 2 entries, followed by the next part.
SMILES	JMJD2A Tudor inh	PI4K2A inh	ALOX12 inh	HP1b binding inh	GLS inhibitor	G9a block	RGS4 inh	ERG Ets-DNA blk	BAZ2B inh
Cc1ccc(C(=O)COC(=O)CN2C(=O)C3C4CCC(C4)C3C2=O)cc1C (stereo unspecified)	-5%	-1	0%	40%[activator]	3%	14%	8%	0%	-31%
Cn1ncc([N+](=O)[O-])c1C(=O)Nc1cccc(Cl)c1	-12%	1	?	6%	0%	12%[0.501 µM]	-10%	3%	0%
Cc1cccc(CSc2nc3c(c(=O)[nH]2)CCC3)c1	-16%&-22%	-2&7	-12%&-16%	20%&-3%	7%&-4%	8%	-1%&3%	12%&7%	-12%&-4%
CCN1C(=O)S/C(=C/c2ccc(Oc3ccc([N+](=O)[O-])cn3)c(OC)c2)C1=O	-27%	1	6%	21%	-3%	?	-13%	11%	16%
COC(=O)C1=C(C)N(c2ccc(Cl)cc2)/C(=C/c2ccc(O)cc2)C1=O	-14%[11.4 µM]	-3	-18%	15%	6%	15%	-15%	-3%	-3%
CCCCc1cc(=O)oc2c(C)c(OCC(=O)N3CCCC3)ccc12	-8%	-2	-5%	17%	2%	nt	5%	-8%	0%
NC(=O)c1ccc2[nH]ccc2c1	nt	5	-27%[57.4 µM]	nt	nt	-3%[59 µM]	15%[56.9 µM]	nt	nt
Cc1ccccc1N1CCN(c2ccc(NC(=O)C3CCCCC3C(=O)O)cc2)CC1 (stereo unspecified)	-32%	0	-14%	0%	33%[activator]	?	5%	1%	-37%
CC12CCC(C(=O)n3c1nc1ccccc13)C2(C)C (stereo unspecified)	-8%	-1	1%	25%	8%	-4%	4%	nt	-2%
CCOc1ccc(S(=O)(=O)Nc2ccc(C(=O)NCCCN3CCOCC3)cc2)cc1	-7%	1	-9%	32%	4%	2%	-1%	-10%	11%
Cn1nc(C(F)(F)F)c(CNC(=O)C(C)(C)CCl)c1N1CCOCC1	-13%	2	10%	31%	4%	16%	1%	1%	5%
Cn1nc([N+](=O)[O-])c2c(-c3nc4ccccc4s3)c(N)n(C3CCCCC3)c2c1=O	?	0	0%	-3%	-1%	?	-12%	7%	?
COc1ccccc1NC(=O)CSC1=Nc2ccccc2N=C(c2ccc(F)cc2)C1	-32%	-5	-19%	5%[57 µM]	0%	2%[59 µM]	22%	1%	?
CC(C)NC(=O)/C(C#N)=C\c1ccc(N(C)C)c(Br)c1	0%	11	?	27%	10%	40µM*	11%	2%	-1%
CCOC(=O)c1ccc(NC(=O)C2=C(C)Nc3nc(SCc4ccc(Cl)cc4)nn3C2c2ccc(OC)cc2)cc1 (stereo unspecified)	1%	-2	?	18%	-10%	10%[59 µM]	15%	-4%	0%
Cc1ccc(C(=O)Nc2cccc(S(=O)(=O)N(C)c3ccccc3)c2)o1	-25%	-2	-15%	-11%	11%	1%[59 µM]	12%	-5%	-27%
CC1=NN(C(C#N)c2ccccc2C)C(c2ccccc2)C1 (stereo unspecified)	-5%	-5	-8%	34%	-4%	21%	-24%	1%	-2%

Continued, starting with the last five of the part before.
SMILES	JMJD2A Tudor inh	PI4K2A inh	ALOX12 inh	HP1b binding inh	GLS inhibitor	G9a block	RGS4 inh	ERG Ets-DNA blk	BAZ2B inh
COc1ccccc1NC(=O)CSC1=Nc2ccccc2N=C(c2ccc(F)cc2)C1	-32%	-5	-19%	5%[57 µM]	0%	2%[59 µM]	22%	1%	?
CC(C)NC(=O)/C(C#N)=C\c1ccc(N(C)C)c(Br)c1	0%	11	?	27%	10%	40µM*	11%	2%	-1%
CCOC(=O)c1ccc(NC(=O)C2=C(C)Nc3nc(SCc4ccc(Cl)cc4)nn3C2c2ccc(OC)cc2)cc1 (stereo unspecified)	1%	-2	?	18%	-10%	10%[59 µM]	15%	-4%	0%
Cc1ccc(C(=O)Nc2cccc(S(=O)(=O)N(C)c3ccccc3)c2)o1	-25%	-2	-15%	-11%	11%	1%[59 µM]	12%	-5%	-27%
CC1=NN(C(C#N)c2ccccc2C)C(c2ccccc2)C1 (stereo unspecified)	-5%	-5	-8%	34%	-4%	21%	-24%	1%	-2%
COc1ccc(CNC(=S)Nc2cccc(F)c2)cc1	-16%	0	?	29%	2%	nt	1%	6%	30%
O=C1NC2(Nc3ccccc31)C(=O)Nc1ccc(Br)cc12 (stereo unspecified)	-18%	-5	-4%	30%	0%	?	-42%	8%	-29%
COc1ccc(OCC(=O)NNC(=O)c2cccs2)cc1	-10%	-2	-30%	51%[activator]	16%	53%[activator][59 µM]	0%	11%	-4%
C=CCN(c1ccccc1)S(=O)(=O)c1cccc(C(=O)NCC2CCCO2)c1 (stereo unspecified)	-5%	3	5%	24%	11%	nt	19%	-1%	-22%
Cc1sc2ncnc(N/N=C/c3ccccc3O)c2c1C	?	-2	?	-6%	9%	65%[activator][59 µM]	11%	5%	35µM*
CCNc1cc(Nc2c(C)n(C)n(-c3ccccc3)c2=O)c([N+](=O)[O-])c2nonc12	-7%	1	48%[activator]	4%	4%	5%[59 µM]	-15%	2%	2%
Cc1cc(C)cc(NCc2cc(=O)oc3cc(C)c(O)cc23)c1	-7%	2	-21%	29%	-3%	-8%	9%	-11%	0%
CC(=O)Nc1ccc(N(C(=O)c2ccco2)C(C(=O)NC2CCCCC2)c2ccccc2)cc1 (stereo unspecified)	-16%	-2	-10%	51%[activator]	1%	-36%	-23%	14%	-4%
CC1CCN(c2ccc(-c3cccc(NC(=O)c4ccco4)c3)nn2)CC1	-15%	-2	11%	2%	2%	?	13%	-3%	2%
